# CBFb RUNX1 block = blocks binding between human CBF-beta and RUNX1. Q01196+Q13951. 230,000 tested, under 10 active. AID 1477. Potency, µM (series often up to 59.8 µM), for the others: at the top dose activity, negative = inhibition, actives largely listed as inhibitors. AlphaScreen CBFb-His/RUNX1-biotin binding, biochemical; note: % of control where 0% means no effect
# Target sequence (Q01196 whole entry, looked up): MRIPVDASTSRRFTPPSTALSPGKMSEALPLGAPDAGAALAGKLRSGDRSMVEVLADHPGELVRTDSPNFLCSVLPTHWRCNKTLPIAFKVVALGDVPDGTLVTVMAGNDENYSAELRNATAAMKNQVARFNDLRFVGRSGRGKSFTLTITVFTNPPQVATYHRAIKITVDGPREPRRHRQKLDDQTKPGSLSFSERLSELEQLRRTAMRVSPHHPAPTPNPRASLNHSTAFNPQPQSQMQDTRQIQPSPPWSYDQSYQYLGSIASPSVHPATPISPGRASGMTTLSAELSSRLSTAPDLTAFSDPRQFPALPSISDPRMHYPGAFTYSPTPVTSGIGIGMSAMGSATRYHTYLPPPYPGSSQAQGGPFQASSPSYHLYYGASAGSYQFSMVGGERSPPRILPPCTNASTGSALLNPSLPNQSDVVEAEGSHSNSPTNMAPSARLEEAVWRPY
# Target sequence (Q13951 whole entry, looked up): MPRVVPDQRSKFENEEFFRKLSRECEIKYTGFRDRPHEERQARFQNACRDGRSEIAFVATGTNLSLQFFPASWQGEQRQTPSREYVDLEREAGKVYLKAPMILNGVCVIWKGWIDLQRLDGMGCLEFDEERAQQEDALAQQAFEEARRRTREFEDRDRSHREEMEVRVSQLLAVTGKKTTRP
#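 Compounds were screened at multiple concentrations against a preformed CBF-beta(His)/RUNX1(biotin) complex (30 nM of each) for 15 min at room temperature, followed by 90 min with nickel and streptavidin beads and AlphaScreen reading.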
# HTT ATP protect = cytoprotection in Huntington HTT-Q103 PC12 cell model. PC12 HTT-Q103 induced, cytoprotection, ATP luminescence, 40 h. Potency, µM (series often up to 56.4 µM), for inactives: cytoprotection (ATP increase), most hits filed as activators. 230,000 tested, 0.14% active;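 note: potency is the fitted concentration of half-maximal effect; % of control where 0% means no effect; nearly all actives have a fitted effect of over 45% in size; toxic huntingtin expression switched on by the ecdysone agonist tebufenozide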
#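 PC12 cells with ecdysone-inducible HTT exon 1 Q103-GFP, induced with 100 nM tebufenozide and co-treated with library compounds in a dose series (1536-well, 1500 cells/well). Cytoprotection read as ATP content by ATPlite luminescence.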
# HTT aggregate = mutant huntingtin aggregation inhibition; Potency, µM (titrated, usually from 46.1 µM), for inactives: top-dose activity change, negative = inhibition, usual class: inhibitors; PC12 HttQ103-GFP aggregates, Acumen cytometry, 40 h; 220,000 tested, 1.1% active; note: potency is the fitted concentration of half-maximal effect; % is set by controls: 0 for no effect and ±100 for the full control effect; nearly all actives have a fitted effect of over 60% in size
#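 PC12 cells stably carrying ecdysone-inducible HTT exon 1 Q103–GFP were induced with tebufenozide (100 nM final) and treated with library compounds in titration. GFP aggregates in lysates were counted by laser scanning cytometry.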
# Lamin A splicing = LMNA splicing modulation; HeLa LMNA splicing GFP/RFP minigene ratio, 48 h; Potency, µM (top dose mostly 46.1 µM), without a hit: at the highest dose ratio change, negative = inhibition, actives largely listed as inhibitors; 200,000 tested, 0.01% active; active = well fitted inhibition curve with a large enough effect in the signal ratio, with a control signal flat, not every such curve was filed as active; inconclusive = small, poorly fitted or top-dose-only effect, or effect the other way, or a change in a side signal; the % refers to the signal ratio; note: potency is the fitted concentration of half-maximal effect; % is set by controls: 0 for no effect and ±100 for the full control effect
#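 S3 HeLa cells stably expressing lamin A-EGFP splicing minigene plus DsRed2, 600 cells/well, 48 h compound exposure at 37C. Laser-scanning cytometry; analysed as GFP (500-530 nm)/RFP (575-640 nm) total intensity ratio; 0.5% DMSO vehicle.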
# Luc counter = counter-screen: inhibitors of Kinase-Glo firefly luciferase; Potency, µM (highest dose often 38.3 µM), without a hit: at the highest dose activity change, negative = inhibition, usual class: inhibitors; 200,000 tested, 0.28% active; Kinase-Glo luciferase, ATP luminescence, 8 min; note: potency is the fitted concentration of half-maximal effect; % is set by controls: 0 for no effect and ±100 for the full control effect; nearly all actives have a fitted effect of over 60% in size
#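 Compound is pinned into ATP-containing buffer (10 uM ATP, imidazole pH 7.2, 7 mM MgCl2). Kinase-Glo luciferase reagent is then added. Light output is recorded following an 8-min room-temperature incubation.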
# SMN2 splice up = SMN2 splice variant enhancement. HEK293 SMN2-luciferase splicing reporter, luminescence, 30-36 h. Potency, µM (highest dose often 46.1 µM), inactives show at the top dose activity change, positive = activation, actives largely listed as activators. 210,000 tested, 2.8% active. AID 1458; note: potency is the fitted concentration of half-maximal effect; % of control where 0% means no effect; nearly all actives have a fitted effect of over 55% in size
#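 HEK293 cells carry an SMN2 minigene-luciferase reporter in which exon 7 inclusion puts luciferase in frame. Cells were seeded at 2000 cells/well, attached for 10-12 hours, then exposed to compounds for 30-36 hours at 37C before ONE-Glo luminescence.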
# IMPase Li inh = membrane-permeable IMPase blocker, potentiated with lithium; CHO-M1 cells, IP1 TR-FRET (IP-One), carbachol + lithium; Potency, µM (series often up to 59.4 µM), inactives show at the highest dose activity, negative = IMPase inhibition, usual class: inhibitors; 210,000 tested, 0.35% active; AID 1457;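 note: IP1 builds up when IMPase is blocked and the TR-FRET signal falls; potency is the fitted concentration of half-maximal effect; plate controls were basal vehicle for no effect and high inhibitor control for full effect; nearly all actives have a fitted effect of over 50% in size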
#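 Readout is a homogeneous TR-FRET IP1 immunoassay (Ex 320, Em 665 and 620), where raised cytosolic IP1 lowers signal. Cells were CHO-M1 treated 30 min at 37C with test compounds plus a little lithium; AC50 values came from Hill-equation fitting.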
# Numbers without * were called inactive; ? = inconclusive; . = not tested or not shown; & = joins results of further samples; [ ] = another dose, or the depositor's remark. Unless noted, calls come from the whole dose curve; as a rule, active = well fitted curve in the direction sought with a large enough effect; inconclusive = small, poorly fitted or top-dose-only effect, or another doubt; inactive = no such curve, though single readings can be large; an effect the other way counts as inactive or inconclusive.
# Under each structure – CBFb RUNX1 block | HTT ATP protect | HTT aggregate | Lamin A splicing | Luc counter | SMN2 splice up | IMPase Li inh
> CCOC1=NN(c2ncc(C(F)(F)F)cc2Cl)C(=O)C1
→ -1% | -12% | -1% | . | -4% | 26% | -6%
> COc1ccc2[nH]c(=O)c(CNc3ccc(C)cc3C)cc2c1
→ 8% | 1%[10 µM] | 9%[9.22 µM] | . | . | . | .
> CCOC(=O)c1nnn(-c2nonc2OC)c1-c1ccccc1
→ 9% | 17% | 6% | 15% | 6% | 8% | 23%[38.3 µM]
> CCN(C(=O)CN1CCN(C)CC1)c1cccc2ccccc12
→ 4% | -7% | -9% | -3% | . | . | .
> Cc1cc([N+](=O)[O-])nn1CC(=O)c1ccccc1
→ 4% | -28% | ? | 12%[46 µM] | 1% | -9% | 1%
> COc1cc(/C=N/Nc2cccc(C)c2)cc(Br)c1O
→ -2% | -1% | 24% | . | -2% | -6% | 1%
> CC(=O)Nc1cccc(Oc2cc(C#N)c(C#N)cc2N2CCOCC2)c1
→ 11% | 10% | 9% | 9% | 2% | 27% | -4%[38.3 µM]
> C=CCn1c(O)c(N=NC(=O)c2cccnc2)c2cc(Br)ccc21
→ ? | -3%[10 µM] | 9%[9.22 µM] | . | . | . | .
> CCc1nnc(NC(=O)CSc2nnc(CNc3ccc(OC)cc3)n2CC)s1
→ -1% | . | . | . | -7% | -2% | 10%
> O=C(CSc1nccc(=O)[nH]1)NCc1ccc(Cl)cc1
→ -10% | -12% | -4% | . | . | . | -3%
> CCc1ccc(CN(C)C(=O)CCc2nnc(Cc3cccc(C)c3)o2)nc1
→ 4% | 23%[10 µM] | 15%[9.22 µM] | ? | 0% | . | 11%
> COc1c(F)c(F)c(C(=O)Nc2ccccc2N2CCN(C(C)=O)CC2)c(F)c1F
→ -10% | -6%[0.074 µM] | 5% | 8% | -2% | -6% | -11%[38.3 µM]
> O=C(CSc1cc(Cl)ccc1Cl)NCC1CCCO1 (centres undefined)
→ 6% | -11%[10 µM] | 11% | -2% | 4% | -12% | 0%
> CCN1C(=O)N(S(=O)(=O)C(F)(F)F)[C@@H](c2ccccc2)C(C(=O)OC)=C1C
→ -6%[13.1 µM] | 0%&8%[10 µM] | 5%[9.22 µM] | -1%[9.22 µM] | -7%[7.66 µM] | 8%[9.22 µM] | 17%
> CN(C)C(=O)N1CCC(C(=O)N2CCCC(C(=O)c3ccc(C(C)(C)C)cc3)C2)CC1 (centres undefined)
→ 10% | 11%[10 µM] | 10%[9.22 µM] | . | . | . | -2%
> COc1cc(C(=O)NC(=S)Nc2nccs2)cc(OC)c1OC
→ -3% | -25% | 1% | ? | -2% | 2% | 6%
> Cc1cc(N2CCCC2)c(F)cc1/C=C\[N+](=O)[O-]
→ -2% | -37% | 7%[9.22 µM] | . | -30% | . | -8%
> O=c1[nH]c(CN2CCN(S(=O)(=O)c3ccc4ccccc4c3)CC2)nc2ccccc12
→ 11% | . | 7% | . | -1% | -2% | -9%
> Clc1ccccc1/C=C/c1ccnc2ccccc12
→ ? | 13%[10 µM] | -8%[9.22 µM] | . | . | . | .
> COC(=O)[C@H](Cc1ccccc1)NC(=O)[C@@H]1C[C@H]1[C@@H](NC(=O)OCc1ccccc1)c1ccccc1
→ 0%[2.36 µM] | . | 11% | -3% | -1% | -5% | 13%

# Molecules from the list above containing bromine, in the order listed:
# Under each structure – CBFb RUNX1 block | HTT ATP protect | HTT aggregate | Lamin A splicing | Luc counter | SMN2 splice up | IMPase Li inh
> COc1cc(/C=N/Nc2cccc(C)c2)cc(Br)c1O
→ -2% | -1% | 24% | . | -2% | -6% | 1%
> C=CCn1c(O)c(N=NC(=O)c2cccnc2)c2cc(Br)ccc21
→ ? | -3%[10 µM] | 9%[9.22 µM] | . | . | . | .

# Carrying on.
# Under each structure – CBFb RUNX1 block | HTT ATP protect | HTT aggregate | Lamin A splicing | Luc counter | SMN2 splice up | IMPase Li inh
> Cc1ccc(S(=O)(=O)N2CCCCC2)cc1NC(=S)NC(=O)c1ccco1
→ -3% | 14%[10 µM] | 24%[9.22 µM] | . | . | . | .
> CCCNC(=O)c1ccc(Cl)cc1Cl
→ ? | 28%[10 µM] | 12%[9.22 µM] | . | . | . | .
> Cc1ccc(S(=O)(=O)NC(C)CCc2ccccc2)cc1 (centres undefined)
→ 4% | 6% | 9% | 9% | -1% | -4% | -2%[38.3 µM]
> COc1ccc(C(OC(=O)c2cccs2)C(=O)NCC2CCCO2)cc1 (centres undefined)
→ 5% | 14%[10 µM] | -6% | -2% | 4% | -3% | 14%[38.3 µM]
> CCCS(=O)(=O)N1CCCC(C(=O)NCCCN2CCN(c3cccc(Cl)c3)CC2)C1 (centres undefined)
→ 3% | -18% | -20% | 9% | -3% | -33%[inhibitor] | 4%[38.3 µM]
> CC(Cc1cccs1)NC(=S)Nc1ccccc1 (centres undefined)
→ -2% | -13%[10 µM] | 4% | ? | -2% | -28% | 5%
> NS(=O)(=O)c1cc2c(cc1Cl)N[C@H](Cc1ccccc1)NS2(=O)=O
→ . | 3%[10 µM] | 1% | 8% | -5%[7.66 µM] | -6%[9.22 µM] | 8%
> Cc1ccc(-n2c(N)c(C#N)c(-c3ccc(Cl)cc3)c(C#N)c2=O)cc1
→ 8% | -2% | -29% | 13% | -2% | 20% | 28µM*
> CC1=C(C(=O)OC(C)C)C(c2coc3ccccc3c2=O)C2=C(CCCC2=O)N1 (centres undefined)
→ -21% | -17%[10 µM] | 9% | 4% | -4% | 0% | -3%[38.3 µM]
> Cc1nc(C)n(CC(O)COc2ccc3c(c2)CCC3)n1 (centres undefined)
→ 10% | 8%[10 µM] | -17% | -1% | 1% | -18% | 4%
> c1ccc(-c2ncc3c(ccc4ccccc43)n2)cc1
→ 1% | -57%[inhibitor][10 µM] | 13% | ? | -25% | 0.5µM* | -8%
> CC(NC(=O)CN1CCc2ccccc21)c1ccccc1 (centres undefined)
→ -5% | -1%[10 µM] | -2% | -12% | . | . | .
> CN1CCC(OC(=O)c2ccc(Cl)cc2Cl)CC1
→ 8% | 7%[10 µM] | 15%[9.22 µM] | -6%[46 µM] | -2% | . | 21%
> CCOc1ccccc1/C=N/OCC(=O)NCc1ccc(F)cc1
→ 3% | -24% | -9% | ? | 1% | 3% | 1%
> Cc1nc(SCC(=O)c2cc3ccccc3oc2=O)c(C#N)c(-c2cccs2)c1C(=O)Nc1ccccc1
→ -6% | -18% | -12% | . | 2% | -28% | -7%
> CCOC(=O)C1CCN(c2cc(=O)n(C3CCCCC3)c(=O)[nH]2)CC1
→ -7% | 30% | 18% | 0% | -5% | 26% | -7%[38.3 µM]
> Cn1c(=O)c(-c2ccccc2)nn2c3ccccc3nc12
→ -1% | -9%[0.074 µM] | -17% | -15% | -3% | -24% | 17%[38.3 µM]
> Cc1ccc(C(=O)N2c3ccccc3N(Cc3ccccc3)C(=O)C2(C)C)cc1
→ 29% | -65%[inhibitor] | ? | 11% | 0% | -94%[inhibitor] | 24%[38.3 µM]
> COc1cccc(NC(=O)C2CCCN(S(=O)(=O)c3cccc4cccnc34)C2)c1 (centres undefined)
→ 3% | -1% | 15% | -17% | 4% | -26% | 12%
> O=C(CSc1nncs1)NC(=O)NCc1ccccc1
→ -7% | -2%[10 µM] | -3%[9.22 µM] | 0% | 0% | 8% | 15%[38.3 µM]

# Reformatted in CSV form: 4 of the compounds above
canonical_smiles,CBFb RUNX1 block,HTT ATP protect,HTT aggregate,Lamin A splicing,Luc counter,SMN2 splice up,IMPase Li inh
COC(=O)[C@H](Cc1ccccc1)NC(=O)[C@@H]1C[C@H]1[C@@H](NC(=O)OCc1ccccc1)c1ccccc1,0%[2.36 µM],.,11%,-3%,-1%,-5%,13%
Cc1ccc(S(=O)(=O)N2CCCCC2)cc1NC(=S)NC(=O)c1ccco1,-3%,14%[10 µM],24%[9.22 µM],.,.,.,.
CCCNC(=O)c1ccc(Cl)cc1Cl,?,28%[10 µM],12%[9.22 µM],.,.,.,.
Cc1ccc(S(=O)(=O)NC(C)CCc2ccccc2)cc1 (centres undefined),4%,6%,9%,9%,-1%,-4%,-2%[38.3 µM]

# Remaining list, next part.
# Under each structure – CBFb RUNX1 block | HTT ATP protect | HTT aggregate | Lamin A splicing | Luc counter | SMN2 splice up | IMPase Li inh
> O=C(Nc1ccccc1C(F)(F)F)c1ccc(F)c(S(=O)(=O)N2CCOCC2)c1
→ -2% | -1% | 0% | 12% | -1% | -7% | -3%[38.3 µM]
> COc1cccc(N2C(=O)C(CC(=O)Nc3ccccc3)N(C3CCCCC3)C2=O)c1 (centres undefined)
→ -9% | -11% | 1% | ? | 0% | 5% | 24%[38.3 µM]
> O=C(CC1C(=O)N(Cc2ccccc2)C(=S)N1CCN1CCOCC1)Nc1ccc(F)cc1 (centres undefined)
→ 5% | -34% | 32% | ? | 4% | -9% | -4%
> CCCCn1c(-c2ccncc2)nc2c1c(=O)[nH]c(=O)n2CC(C)C
→ 3% | 1% | 2% | 3% | 0% | -6% | -4%[38.3 µM]
> Cc1nc2c(C(=O)N3CCOCC3)cnn2c(C)c1Cc1cccc(Cl)c1
→ 3% | -5% | -9% | 6% | -3% | -7% | -8%[38.3 µM]

# Screens from PubChem BioAssay.
